E coli growth: bacterial growth inhibition, counter-screen for AddAB inhibitors. E. coli V3065 growth, OD600 absorbance, 18 h. inhibition, % at 11.9 µM. 330,000 tested, 0.27% active;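 active = inhibition above the campaign's mean inhibition across all tested compounds plus 3 SD, cut at about 9.9% in these data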;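 also: uninfected addAB+ strain grown without phage in ampicillin broth; 0% = DMSO wells and 100% = ciprofloxacin 0.95 µg/ml wells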
Tat export inh: E. coli Tat transport inhibition | E. coli MC4100 TorA-mCherry Tat export, fluorescence | inhibition, % at 10 µM | 340,000 tested, 0.036% active | AID 488895;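 active = mean replicate inhibition at least 50% and at least half of replicates individually reaching 50%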;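 also: exported cargo escapes ClpAP degradation while cytoplasmic cargo is degraded and loses fluorescence; 0% = median of neutral control wells and 100% = median of NaSCN control wells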
MOR-DOR inv ag: inverse agonist of human OPRM1-OPRD1 heterodimerization; cell-based MOR-DOR heterodimer luminescence, inverse agonism; 340,000 tested, 0.21% active; inhibition, % at 9.3 µM; in the data active = inhibition above about 22%, passing the limit was not always enough;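 also: 0% = cells with DMSO and 100% = wells without cells with DMSO; values of inactives mirror those of a sister screen read the other way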
Pemphigus Ab inh: inhibitors of pemphigus antibody binding to human desmoglein-3 | 310,000 tested, 0.48% active | binding (percent of control), % at 10 µM | P32926 | DSG3-coupled beads, scFv-anti-DSG3-GFP binding, flow cytometry; hits give low values | AID 588358;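 active = binding more than 3 SD below its plate's average and above zero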;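 also: hits lower antibody fragment binding to DSG3; some compounds called inactive have numbers as strong as hits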
Target sequence (P32926 whole entry, looked up, the tested form may be a part): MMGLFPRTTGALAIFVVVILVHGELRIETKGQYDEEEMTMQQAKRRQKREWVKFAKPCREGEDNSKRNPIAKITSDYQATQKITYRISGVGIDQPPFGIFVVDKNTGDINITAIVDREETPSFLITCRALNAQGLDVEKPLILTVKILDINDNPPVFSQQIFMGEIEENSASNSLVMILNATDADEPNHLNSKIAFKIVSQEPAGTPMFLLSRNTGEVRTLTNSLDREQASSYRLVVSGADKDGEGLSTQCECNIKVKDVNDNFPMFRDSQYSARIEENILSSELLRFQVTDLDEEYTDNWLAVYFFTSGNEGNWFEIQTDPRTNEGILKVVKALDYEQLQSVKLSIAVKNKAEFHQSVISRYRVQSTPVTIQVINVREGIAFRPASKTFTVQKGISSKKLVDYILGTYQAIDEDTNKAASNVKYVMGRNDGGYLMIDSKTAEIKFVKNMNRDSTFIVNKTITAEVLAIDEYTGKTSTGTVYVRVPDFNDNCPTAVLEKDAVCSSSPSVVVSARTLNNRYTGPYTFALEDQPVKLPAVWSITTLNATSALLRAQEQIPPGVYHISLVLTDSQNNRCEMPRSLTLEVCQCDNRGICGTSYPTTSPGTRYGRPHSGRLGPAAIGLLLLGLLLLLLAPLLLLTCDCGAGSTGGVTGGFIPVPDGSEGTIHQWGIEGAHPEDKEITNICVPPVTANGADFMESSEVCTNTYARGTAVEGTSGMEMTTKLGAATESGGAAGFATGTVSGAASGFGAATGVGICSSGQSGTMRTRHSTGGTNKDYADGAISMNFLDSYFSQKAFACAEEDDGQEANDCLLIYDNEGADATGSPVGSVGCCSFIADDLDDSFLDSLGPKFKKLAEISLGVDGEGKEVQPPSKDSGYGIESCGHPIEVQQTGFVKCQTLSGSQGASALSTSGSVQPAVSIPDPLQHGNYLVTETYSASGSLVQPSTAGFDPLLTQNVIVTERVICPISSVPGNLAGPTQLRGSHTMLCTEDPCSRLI
SUMO Mot1 rescue: SUMOylation pathway inhibition by Mot1-301 growth rescue | 320,000 tested, 1% active | S. cerevisiae Mot1-301 growth rescue, ATP luminescence, 38.5C; percent above DMSO median, 100 means doubled | growth rescue, % at 18.8 µM;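 active = every valid replicate shows activation above 250% relative to neutral control wells; inactive = the rest, any valid replicate at or below 250%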;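 also: OY570 slx delta 5 strain wells were the positive control but not used for scaling; some compounds called inactive have numbers as strong as hits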
OPRM1-OPRD1 ag: agonists of human mu-delta opioid receptor heterodimerization; 340,000 tested, 0.3% active; cells, OPRM1-OPRD1 heterodimerization, luminescence; activation, % at 9.3 µM; in the data active = activation above about 18%;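 also: 0% = vehicle-treated cells and 100% = reference agonist; values of inactives mirror those of a sister screen read the other way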
phage Ecoli inh: E. coli growth loss with phage present | growth absorbance | inhibition, % at 11.9 µM | 360,000 tested, 0.26% active; in the data active = inhibition above about 11%
PfHsp90 set2: inhibits growth of yeast expressing Plasmodium falciparum Hsp90; S. cerevisiae expressing PfHsp90, BacTiter-Glo ATP, 48 h; yeast lacking PDR1 and PDR3 efflux regulators; inhibition, % at 9.4 µM; 310,000 tested, 0.32% active;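 active = every replicate shows inhibition above about 80%, whatever the replicate mean, limit read from the data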;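 also: 0% = DMSO neutral controls and 100% = 20 µM radicicol positive controls; yeast relying on Plasmodium falciparum Hsp90 in place of its own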
Arr AP2 block: blocks beta-arrestin peptide binding to AP2 adaptin; FITC-arrestin peptide / GST-AP2 beads, flow cytometry; AP2 beta2 appendage carries R879A mutation; inhibition, % at 10 µM; 340,000 tested, 0.31% active; AID 504490;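 active = inhibition above a set limit, near 3 SD of compounds lacking own fluorescence, cut at about 54% in these data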;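 also: plate controls were DMSO wells for no effect and 5 µM unlabelled arrestin peptide for full effect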
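Assay system: GST-AP2 R879A bound to glutathione beads, E. coli-expressed; Medium: PBS with 0.05% Tween 20 and 0.1% BSA; Also added: fluorescein-tagged arrestin peptide at 50 nM final; Timing: 12 min plus 1 h, RT; Measured by: flow cytometry, FL1 (488/535 nm); Evaluation: percent drop in bead-associated FITC signal.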
AddAB inh: less growth of phage-infected E. coli with AddAB; E. coli expressing H. pylori AddAB, absorbance growth; inhibition, % at 11.9 µM; 330,000 tested, 0.29% active; AID 435030; in the data active = inhibition above about 12%;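 also: 0% = vehicle wells of infected cells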
PKA-R1A activ: activates the PKA-R1A holoenzyme complex. AID 504707. P00514+P68181. PKA-R1A dissociation, Cy5-IP20 fluorescence polarization; scaled: DMSO 0%, 113 µM cGMP 100%. activation, % at 11.4 µM. 340,000 tested, 0.083% active;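 active = percent activation above the mean of all tested compounds plus 3 SD, cut at about 19% in these data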;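 also: higher means more PKAc released from R1A so a rise in polarization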
Numbers without * were called inactive; / = no result given. This is a random part of the collection, and some 2.8% of all compounds hit somewhere here.

item	Molecule	E coli growth	Tat export inh	MOR-DOR inv ag	Pemphigus Ab inh	SUMO Mot1 rescue	OPRM1-OPRD1 ag	phage Ecoli inh	PfHsp90 set2	Arr AP2 block	AddAB inh	PKA-R1A activ
1	COc1cc2sc3ccc(-c4ccc(CN5CCOCC5)cc4)cc3c(=O)c2cc1OC	-3.5	10	4	95	1	-0.7	0.8	11	4	-0.7	-1
2	Cc1nn(Cc2cccc(C(=O)NC34CC5CC(CC(C5)C3)C4)c2)c(C)c1Br	-1.3	0	-24	106	107	4.4	0.0	9	4	2.7	-13
3	Cc1nc(N2CCN(S(=O)(=O)c3ccccc3)CC2)c2c3c(sc2n1)CC(C)CC3 (centres undefined)	/	-1	4	102	/	-0.8	1.8	-12	2	/	-10
4	Cn1c(=O)c2c(nc(Sc3ncccn3)n2Cc2ccc(Cl)cc2)n(C)c1=O	0.9	-2	-5	106	74	0.9	3.4	7	3	-4.2	1
5	O=C(CO/N=C\c1ccccc1)Nc1ccccc1C(=O)N1CCOCC1	-0.4	3	7	99	11	-1.3	3.2	-19	8	4.0	-15
6	COc1ccc(NC(=S)N2CCN(C(c3ccccc3)c3ccccc3)CC2)cc1OC	2.9	2	-7	101	-3	1.3	2.8	15	9	4.2	3
7	Cc1cccc(NC2=NC(=S)N(c3cccc(C(=O)O)c3)C23CCCCC3)c1	-0.4	3	2	104	16	-0.2	2.7	12	14	4.2	-4
8	COc1cc(=O)n(C)c2c(OCC(O)C(C)(C)O)cccc12 (centres undefined)	-1.0	11	9	119	19	-1.6	2.1	12	2	1.8	-5
9	Cc1ccc(NC2=C(N3CCOCC3)C(=O)c3ccccc3C2=O)cc1	-0.9	10	-21	82	-10	3.7	-1.8	5	-13	0.8	4
10	CN1CCN(NC(=O)c2ccc(Cl)s2)CC1	0.8	5	17	116	27	-3.5	1.0	-7	-26	0.6	-7
11	CC(C)Cc1nnc(NC(=O)c2cccc(S(=O)(=O)N3CCOCC3)c2)s1	-0.3	1	12	95	-8	-3.0	2.7	-4	1	2.0	4
12	Cc1ccc(-n2c(SCC(=O)Nc3ccc(C(=O)O)cc3)nnc2-c2ccncc2)cc1	-3.1	4	24	98	7	-4.8	1.1	-18	0	1.1	-11
13	NC1=NC(=O)/C(=C/c2ccc(Cl)cc2Cl)S1	-1.1	1	14	/	-4	-3.1	0.2	6	-13	0.2	0
14	O=C(COc1cccc(Cl)c1)Nc1ccc2c(c1)CCC2	3.7	7	-32	119	5	6.2	3.8	5	5	2.7	-11
15	COC(=O)c1ccccc1NC(NC(=O)c1ccco1)C(=O)c1ccccc1 (centres undefined)	0.0	-7	-11	96	449*	2.1	-0.6	/	-13	-0.5	-10
16	O=C(Nc1ccc2c(c1)OCO2)c1ccc(Br)s1	1.4	-9	-6	96	24	1.2	1.9	0	-5	2.4	-12
17	CC(=O)N1CCCc2cc(S(=O)(=O)Nc3ccccc3C)ccc21	1.9	3	1	102	98	-0.2	4.3	6	4	2.4	-6
18	CCc1noc(C)c1C(=O)OCC(=O)NC(C)c1ccccc1 (centres undefined)	0.2	6	3	/	-8	-0.7	2.5	-1	2	0.1	3
19	COc1ccccc1CNc1ncccn1	-3.0	-8	10	118	-8	-1.9	-4.5	4	5	-0.6	-3
20	COc1ccc(C2(NC(C)=O)CCN(C(=O)CCC(=O)O)CC2)cc1	-0.7	5	12	93	-13	-2.3	-1.0	-9	1	1.2	9
21	COc1ccc(N(C(C)=O)S(=O)(=O)c2cc(OC)ccc2OC)cc1	0.8	0	12	99	12	-2.1	1.4	28	-3	-1.6	-4
22	Cc1noc(C)c1COc1ccc(C(=O)NCc2cccs2)cc1	2.9	-1	4	92	-4	-0.8	3.9	/	-6	0.2	3
23	CC1CCCC(NC(=O)COC(=O)CSc2ccc3ccccc3c2)C1C (centres undefined)	1.4	16	-22	117	-16	3.0	1.8	-10	2	3.1	-10
24	O=C1C2CC=CCC2C(=O)N1CNc1ccccc1 (centres undefined)	0.2	2	5	103	8	-0.9	3.1	-28	3	4.4	2
25	CN(Cc1nc(-c2cccs2)no1)CC1(N2CCOCC2)CCCCC1	1.0	5	-43	93	34	8.4	2.6	-1	-12	0.9	-7
26	O=C(CCc1nc2ccccc2c(=O)[nH]1)OCc1ccc(-c2ccccc2)cc1	-3.1	-11	-79	7.9*	17	14	4.8	-10	48	-0.3	-1
27	CCN(CC)CCN1C(=O)C(=O)/C(=C(/O)c2ccc(OC)cc2)C1c1ccco1 (centres undefined)	-0.6	-2	11	86	137	-1.9	-1.6	-3	-4	0.1	8
28	O=C(O)CC1=C(O)C(=O)N(c2ccccc2)C1c1ccccc1 (centres undefined)	5.4	6	18	101	20	-3.6	2.5	-4	4	-0.2	5
29	COC(=O)CC1=C(C)C(=O)CC2C(C)(C)CCCC12C (centres undefined)	2.2	6	-2	108	5	0.4	-0.2	-2	19	2.5	-4
30	CCOc1ccc(OCC)c(NC(=O)CN(C)S(=O)(=O)c2cccc3nsnc23)c1	-0.9	8	7	/	-2	-1.2	4.0	-28	-6	2.8	-8
31	CCOC(=O)c1c(C)n(-c2ccc(F)cc2)c2ccc(O)cc12	-1.5	7	-36	100	5	7.6	/	-24	3	-1.9	-1
32	O=S(=O)(Nc1ccc(F)cc1)N1CCCCCC1	-2.1	1	3	/	0	-0.7	-0.1	-4	15	3.2	4
33	CC(=O)Nc1ccc(S(=O)(=O)NCCNc2ccccc2[N+](=O)[O-])cc1	-1.4	0	10	103	-23	-2.0	0.9	5	4	1.9	3
34	COc1cc2cc(C)nc(Cc3cccc4ccccc34)c2cc1OC	0.4	6	-6	99	39	1.2	1.9	10	6	2.8	-5
35	Cc1ccc(NC(=S)NCCN(C2CCCCC2)C2CCCC2)cc1C	-0.5	0	-24	80	4	4.4	6.1	7	-9	1.5	-16
36	CCOc1ccc2c(=O)c(Oc3ccccc3OCC)coc2c1	1.3	4	-5	96	-12	0.8	1.7	15	9	1.9	-3
37	NS(=O)(=O)c1ccc(N/N=C/c2cn(-c3ccccc3)nc2-c2cccs2)cc1	2.9	-12	-20	99	64	3.9	3.6	18	-6	7.6	-1
38	COc1ccccc1NC(=O)CCN1C(=O)C2CC=C(Cl)CC2C1=O (centres undefined)	-1.1	-3	5	96	-9	-0.8	1.9	-10	6	-0.3	-8
39	O=C1CN(S(=O)(=O)c2cc(Cl)ccc2Cl)c2ccccc2N1	0.1	7	-8	111	1	1.4	1.5	-1	7	0.0	-2
40	COc1ccccc1-c1nc(=S)c(C(C)=O)c(C)[nH]1	-0.4	/	/	101	-13	/	2.8	/	2	0.9	/
41	CC(O)C(=O)N/N=C/c1cccc2ccccc12 (centres undefined)	/	-2	-3	102	/	0.4	3.5	11	11	/	-5
42	CCOC(=O)N1CCN(C(=O)Cc2ccccc2[N+](=O)[O-])CC1	-4.3	-10	18	102	8	-3.9	0.4	2	23	-0.2	3
43	Nc1nonc1-n1nnc(C(=O)N/N=C/c2ccccc2Cl)c1CN1CCOCC1	-0.2	-3	12	102	5	-2.5	2.1	-2	13	0.3	-3
44	Cc1cc(-c2csc(NC(=O)c3ccc(=O)[nH]c3)n2)c(C)n1Cc1ccco1	-2.8	-3	-1	82*	-1	0.2	-0.8	-18	26	0.2	6
45	COc1cccc(C2C(C(=O)c3cc4ccccc4o3)=C(O)C(=O)N2c2cc(C)on2)c1OC (centres undefined)	-1.0	-1	20	101	-6	-3.5	0.0	2	-56	-2.7	-4
46	OCC1(Cc2ccccc2C(F)(F)F)CCN(Cc2ccccc2)CC1	3.2	0	-9	100	/	1.8	5.7	8	15	0.0	-5
47	Cc1ccc(Nc2nc(CSc3nnc(-c4ccccc4)n3C)cs2)cc1	-1.6	7	3	104	120	-0.5	0.1	-14	5	2.7	-2
48	Cn1c(=O)n(CCOc2ccc([N+](=O)[O-])cc2)c2ccccc21	0.0	4	4	115	105	-0.7	3.9	0	-3	-0.6	5
49	COc1ccccc1C(=O)NC(CCSC)C(=O)OCC(=O)c1ccc[nH]1 (centres undefined)	-3.0	2	16	103	-3	-3.1	4.5	26	1	-3.6	9
50	CC(=O)N1CCN(c2nc(-c3ccco3)c3c(c2C#N)CC(C)(C)SC3)CC1	-1.5	2	7	101	10	-1.7	0.5	-2	1	2.0	-4

In the list so far, these contain a thiophene ring, fused or not.
item	Molecule	E coli growth	Tat export inh	MOR-DOR inv ag	Pemphigus Ab inh	SUMO Mot1 rescue	OPRM1-OPRD1 ag	phage Ecoli inh	PfHsp90 set2	Arr AP2 block	AddAB inh	PKA-R1A activ
3	Cc1nc(N2CCN(S(=O)(=O)c3ccccc3)CC2)c2c3c(sc2n1)CC(C)CC3 (centres undefined)	/	-1	4	102	/	-0.8	1.8	-12	2	/	-10
10	CN1CCN(NC(=O)c2ccc(Cl)s2)CC1	0.8	5	17	116	27	-3.5	1.0	-7	-26	0.6	-7
16	O=C(Nc1ccc2c(c1)OCO2)c1ccc(Br)s1	1.4	-9	-6	96	24	1.2	1.9	0	-5	2.4	-12
22	Cc1noc(C)c1COc1ccc(C(=O)NCc2cccs2)cc1	2.9	-1	4	92	-4	-0.8	3.9	/	-6	0.2	3
25	CN(Cc1nc(-c2cccs2)no1)CC1(N2CCOCC2)CCCCC1	1.0	5	-43	93	34	8.4	2.6	-1	-12	0.9	-7
37	NS(=O)(=O)c1ccc(N/N=C/c2cn(-c3ccccc3)nc2-c2cccs2)cc1	2.9	-12	-20	99	64	3.9	3.6	18	-6	7.6	-1
